From PubChem
NS3 helicase inh: inhibitors of Hepatitis C virus NS3 helicase; NS3 helicase DNA unwinding, Cy5 molecular beacon fluorescence; inhibition, % at 10.9 µM; actives 0.56% (n = 290,000);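 active = inhibition above the mean of all tested compounds plus 3 SD, set per campaign, cut at about 35% in these data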;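 also: 0% = DMSO wells and 100% = thioflavine S control wells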
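System: HCV NS3 helicase fragment; control set: DMSO and thioflavine S; technique: Cy5 fluorescence at 0 and 60 min, beacon hairpin quenching; reagent: beacon DNA duplex substrate plus ATP; replicates: singlicate; schedule: 1 h reaction at 25 °C, ATP-initiated; medium: MOPS buffer pH 6.5 with MgCl2, DTT, Tween20, BSA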
CRFBP-R2 agonist: agonists of human CRF-binding protein/CRF-R2 receptor complex; HEK293 CRF-R2/CRF-BP, calcium dye fluorescence (FLIPR); percent of saturating CRF peptide response; activation, % at 13.2 µM; actives 0.46% (n = 350,000); AID 588473;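 active = activation of at least 50%, plus an integration ratio under a set limit after plate pattern correction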;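 also: plate controls were neutral control wells without compound for no effect and CRF at EC100 for full effect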
MEKK2 mut-MEK5: signal of MEK5 binding to mutant human MEKK2 PB1 domain. AID 1530. actives 0.35% (n = 290,000). percent response, % at 10 µM. bead flow cytometry, Alexa488-MEK5 binding to MEKK2 mutant; in the data active = percent response above about 24%, passing the limit was not always enough; also: inactives centre near 1; some results filed as inactive read as strong as hits
MEKK2 WT-MEK5: raises or lowers MEK5 binding to wildtype human MEKK2 PB1 domain. AID 1531. actives 1.1% (n = 290,000). bead flow cytometry, Alexa488-MEK5 binding to MEKK2 WT; actives lie on both sides. Q9Y2U5. binding response (% of control), % at 10 µM; in the data active = binding response below about 67% or above about 130%; inconclusive = no clear call, values can overlap the other calls; inactive = in between
DNA FID counter: fluorescent intercalator displacement, NS3 helicase counter-screen | inhibition, % at 7.9 µM | actives 0.17% (n = 290,000) | AID 1845 | DNA fluorescent intercalator displacement, fluorescence; in the data active = inhibition above about 37%;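 also: 0% = vehicle and 100% = reference compound; higher means more ethidium bromide displaced from hairpin DNA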
GalR3 antagonist: blocks the human galanin receptor 3; HEK293 GalR3-CNG cAMP membrane potential fluorescence; galR3 body fused to GalR1 C-terminus; inhibition, % at 3 µM; actives 0.44% (n = 360,000); AID 651719;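 active = inhibition above the screen-wide average plus 3 SD, cut at about 13% in these data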;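 also: forskolin and galanin both at EC90 stimulate the cells; cAMP rise reported by CNG channel membrane potential dye signal; 0% = forskolin plus galanin with DMSO and 100% = forskolin alone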
Target sequence (O60755 1-299 limits assumed): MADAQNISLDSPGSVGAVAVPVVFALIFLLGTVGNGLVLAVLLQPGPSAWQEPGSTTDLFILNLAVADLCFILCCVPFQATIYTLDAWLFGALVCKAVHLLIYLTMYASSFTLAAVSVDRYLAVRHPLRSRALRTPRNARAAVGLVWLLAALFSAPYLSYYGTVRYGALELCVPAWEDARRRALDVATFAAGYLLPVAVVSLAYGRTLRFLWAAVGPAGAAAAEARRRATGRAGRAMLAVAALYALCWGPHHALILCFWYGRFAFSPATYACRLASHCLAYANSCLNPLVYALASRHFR
MEKK3 PB1 HTS: MEKK3-MEK5 PB1 interaction, increase or decrease. Q99759. bead-based flow cytometry, Alexa488-MEK5 binding to MEKK3; actives lie on both sides; 0 = blocked by unlabeled MEK5, 100 = vehicle. binding response (% of control), % at 10 µM. actives 1.4% (n = 290,000). AID 1529;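 active = binding response more than 3 SD above or below the average of its plate-row segment, actives on both sides; inconclusive = wells at one plate position flagged as instrument error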;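 also: Alexa488 bead fluorescence after subtracting the streptavidin-only scavenger bead signal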
UBC9 SUMO inh: blocks human SUMOylation mediated by UBC9. AID 2006. inhibition, % at 35 µM. actives 0.36% (n = 290,000). P63279. HTRF SUMOylation assay, SAE1/SAE2 + UBC9, in vitro; in the data active = inhibition above about 50%, passing the limit was not always enough; inconclusive = no clear call, values can overlap the other calls; also: strong numbers were not always called active
Target sequence (P63279 whole entry, looked up): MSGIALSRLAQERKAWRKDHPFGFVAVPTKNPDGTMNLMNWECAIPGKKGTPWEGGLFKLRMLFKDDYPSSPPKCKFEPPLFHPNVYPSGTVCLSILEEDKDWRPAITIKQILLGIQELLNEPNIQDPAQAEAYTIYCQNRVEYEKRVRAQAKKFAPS
CRFBP-R2 block: antagonists of CRF-binding protein/CRF-R2 receptor complex; HEK293 CRF-R2/CRF-BP, CRF-induced calcium fluorescence; inhibition, % at 11.8 µM; actives 0.59% (n = 350,000); AID 588475;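 active = inhibition of the ligand-induced calcium signal above about 50% at the single tested concentration, limit read from the data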
* hit, by the source's call; ? = inconclusive; · = not tested or not shown; [ ] = another dose, or the depositor's remark.

Start of the data: the first 7 entries, ahead of the listing:
no.	Structure	MEKK3 PB1 HTS	MEKK2 WT-MEK5	UBC9 SUMO inh	MEKK2 mut-MEK5	CRFBP-R2 agonist	NS3 helicase inh	CRFBP-R2 block	GalR3 antagonist	DNA FID counter
1	COc1ccc(/C=C/C(O)=C2/C(=O)N(C)C3(C)CC2c2ccccc2O3)cc1 (stereo not drawn)	99	92	22	-5	0.4	-6	-10	-4	-4
2	CCN(CC)S(=O)(=O)c1ccc(-c2nnc(SCC(=O)N3c4ccccc4CC3C)n2CC)cc1 (stereo not drawn)	102	98	0	-2	-1.9	2	-4	-4	0
3	CC(C)(C)c1ccc(S(=O)(=O)N2CCC(N3CCCCC3)CC2)cc1	103	100	13	-1	-0.8	-14	-17	-10	4
4	CC(Sc1nnc(-c2ccccc2F)n1C1CC1)C(=O)NC(N)=O (stereo not drawn)	103	106	5	4	-0.3	-2	-2	-9	-10
5	CCOc1ccc(NCc2nnc(SCc3ccc(Cl)cc3)n2-c2ccccc2)cc1	112	108	-11	4	-3.0	-7	-4	-1	-28
6	CC1(C)C(=O)Nc2ccccc2N1C(=O)CN1C(=O)c2ccccc2C1=O	94	96	10	-4	0.9	1	0	2	-7
7	Cc1nnc(SCC(=O)N2CCC(Cc3ccccc3)CC2)n(N)c1=O	101	102	9	5	1.7	-4	-20	0	-10

The listing, from the first entry:
no.	Structure	MEKK3 PB1 HTS	MEKK2 WT-MEK5	UBC9 SUMO inh	MEKK2 mut-MEK5	CRFBP-R2 agonist	NS3 helicase inh	CRFBP-R2 block	GalR3 antagonist	DNA FID counter
1	COc1ccc(/C=C/C(O)=C2/C(=O)N(C)C3(C)CC2c2ccccc2O3)cc1 (stereo not drawn)	99	92	22	-5	0.4	-6	-10	-4	-4
2	CCN(CC)S(=O)(=O)c1ccc(-c2nnc(SCC(=O)N3c4ccccc4CC3C)n2CC)cc1 (stereo not drawn)	102	98	0	-2	-1.9	2	-4	-4	0
3	CC(C)(C)c1ccc(S(=O)(=O)N2CCC(N3CCCCC3)CC2)cc1	103	100	13	-1	-0.8	-14	-17	-10	4
4	CC(Sc1nnc(-c2ccccc2F)n1C1CC1)C(=O)NC(N)=O (stereo not drawn)	103	106	5	4	-0.3	-2	-2	-9	-10
5	CCOc1ccc(NCc2nnc(SCc3ccc(Cl)cc3)n2-c2ccccc2)cc1	112	108	-11	4	-3.0	-7	-4	-1	-28
6	CC1(C)C(=O)Nc2ccccc2N1C(=O)CN1C(=O)c2ccccc2C1=O	94	96	10	-4	0.9	1	0	2	-7
7	Cc1nnc(SCC(=O)N2CCC(Cc3ccccc3)CC2)n(N)c1=O	101	102	9	5	1.7	-4	-20	0	-10
8	CCOc1ccc(CNC(=S)N/N=C\c2ccc([N+](=O)[O-])cc2)cc1	97	101	-4	13	-4.1	-7	-21	-1	4
9	Nc1ncnc(Sc2ncccn2)c1[N+](=O)[O-]	103	105	12	5	1.4	4	5	-3	-5
10	CCCn1c(SCC(=O)N2CCN(S(=O)(=O)c3ccc(Cl)cc3)CC2)n[nH]c1=O	100	102	17	2	-0.6	-7	1	-3	-23
11	CCSc1cnc(-c2ccccc2)n1CC	101	106	26	3	-0.2	4	-8	-4	0
12	CCOC(=O)C[C@H]1c2ccccc2S(=O)(=O)N1Cc1cccc(C(F)(F)F)c1	109	104	·	2	-2.3	·	8	-9	·
13	CCOC(=O)COc1ccc(S(=O)(=O)NCc2cccnc2)cc1	105	107	22	6	0.5	5	5	-4	-3
14	CCOCCCNC(=O)/C(C#N)=C/c1ccc(Cl)c([N+](=O)[O-])c1	108	103	13	4	4.8	-6	-45	-10	-4
15	COc1cc(OC)c(/C=N/N2CCN(c3ccccc3OC)CC2)c(OC)c1	100	103	26	7	-0.5	-15	7	-6	-31
16	CCOC(=O)C1C(=O)OC(C)(C)C1C(CC)C(=O)c1ccccc1 (stereo not drawn)	104	99	4	1	0.1	0	-2	-3	-15
17	COc1ccccc1N1CCN(C(=O)COc2cccc(C)c2C)CC1	56	61	-5	-14	0.2	-11	8	-5	-31
18	COC(=O)c1ccccc1N(C)S(C)(=O)=O	101	102	5	3	0.5	7	2	-6	3
19	COC(=O)c1cc(=O)n(Cc2ccc3c(c2)OCO3)c(=Nc2ccc(F)cc2)s1	107	104	-14	3	3.3	3	-4	·	-3
20	C/C(=N/NC(=O)c1cc(C)[nH]n1)c1ccncc1	103	100	11	-6	1.1	-2	-4	-6	-9
21	O=C(C1CCCN(S(=O)(=O)c2cnc[nH]2)C1)N1CC(=O)N(CCc2ccccc2)C(=O)C1 (stereo not drawn)	105	97	6	1	3.6	-4	7	·	0
22	CCOC(=O)N1CCC(Nc2c(NCCCN3CCN(c4ccc(OC)cc4)CC3)c(=O)c2=O)CC1	95	99	9	1	1.4	-6	21	-7	-2
23	O=[N+]([O-])c1cc(-n2cnnn2)ccc1N1CCC(Cc2ccccc2)CC1	85	110	-34	-4	4.1	-6	-1	-4	-4
24	COC(=O)Nc1ccc(S(=O)(=O)N2CCCc3cccc(O)c32)cc1	100	84	6	1	-0.6	-7	8	-4	19
25	On1onc2c3cc(-c4ccccc4)nc3ccc21	·	·	7	·	-3.0	0	-7	-5	36
26	O=C1c2ccccc2C(=O)C1c1ccccc1F	104	107	11	2	-0.5	6	14	-10	3
27	OCC1(Cc2ccccc2)CCN(Cc2cc3ccccc3o2)CC1	107	110	11	8	0.2	-7	-26	-6	12
28	Cc1ccc(S(=O)(=O)CCc2nc3ccccc3n2CCC#N)cc1	101	101	1	2	-0.4	5	1	1	-1
29	COc1ccccc1C1CC(=O)NC(C)=C1C(=O)OC(C)C (stereo not drawn)	49*[inhibitor]	54	9	-15	-8.9	2	16	0	-18
30	CCOc1ccccc1N(CC(=O)NC(C)(C)C)C(=O)Cn1nnc(-c2ccc(C)o2)n1	91	92	27	-6	1.1	1	1	8	-31
31	C=CCN1CC(=O)N2C(c3ccccc3)c3[nH]c4ccccc4c3C[C@H]2C1=O (stereo partly drawn)	101	99	-5	-4	30	-19	-26	-11	-24
32	COc1ccccc1N1CCN(S(=O)(=O)CCNC(=O)C23CC4CC(CC(C4)C2)C3)CC1	103	99	3	1	0.1	-8	-1	-10	-58
33	COc1ccc(CCC(=O)Nc2nc3ccccc3[nH]2)cc1	96	96	8	-2	-2.3	-3	17	-2	-1
34	c1ccc2c(c1)CCOC2CNCCCN1CCCCC1 (stereo not drawn)	100	102	18	3	-0.5	-5	-21	2	17
35	Nc1nnc(-c2cc3ccccc3oc2=O)s1	104	105	?	5	-2.1	1	-12	0	0
36	CCCCC1(C)OC(=O)C(=Cc2ccc(SC)cc2)C(=O)O1 (stereo not drawn)	103	98	11	5	1.2	13	-4	-5	-11
37	COc1cc(C(C(=O)NCc2ccccc2)N(C(=O)c2snc(C(N)=O)c2N)C2CCCC2)cc(OC)c1OC (stereo not drawn)	97	98	14	0	-0.8	-2	-7	-7	-41
38	CC(=O)c1c(C)[nH]c(C(=O)N2CCc3ccccc3C2)c1C	101	95	16	0	0.4	-10	-14	-2	-15
39	Cc1c(C#N)c(NC(=O)CCl)n(Cc2ccc(F)cc2)c1C	102	102	-6	1	-3.1	3	23	-8	-1
40	CN1CCCN(C(=O)c2cc(=O)[nH]c3ccccc23)c2nc3ccccc3nc21	105	93	28	-1	0.5	1	-5	-10	-21
41	O=S(=O)(c1ccc(Br)s1)N1CCN(c2ncccn2)CC1	105	102	2	5	-1.3	-4	14	-4	-2
42	O=C(O)C1CC=CCC1C(=O)NCCc1cccc(Cl)c1 (stereo not drawn)	100	101	-10	-2	-0.4	6	8	·	2
43	O=C(COC(=O)CCc1c[nH]c2ccccc12)NCc1ccc2c(c1)OCO2	101	99	3	-4	-1.1	4	10	-7	-15
44	O=C1CC(c2nc3ccccc3[nH]2)CN1c1ccccc1 (stereo not drawn)	106	109	-14	4	-1.0	10	4	-3	1
45	O=C(c1ccccc1Cl)N1CCC(n2cccc2)CC1	101	103	12	-2	-2.4	8	2	0	-10
46	CCn1nnnc1SCC(=O)Nc1sc(C)c(C)c1C#N	97	95	11	-1	3.2	2	-37	-3	-5
47	Cc1cc(C(=O)NC2CCN(Cc3ccccc3)CC2)n[nH]1	99	98	-1	-3	-1.1	11	3	-3	5
48	CC(=O)N(CC(=O)O)c1ccccc1C(=O)O	105	107	21	8	-0.5	-6	33	-3	-2
49	CC(C)CNC(=O)c1ccccc1NC(=O)/C=C/c1cccc([N+](=O)[O-])c1	94	99	7	-1	1.4	-1	-14	1	-3
50	CC(=O)N1c2ccc3ccccc3c2C(C)CC12CCCCC2 (stereo not drawn)	112	110	-9	9	-2.2	-2	1	-1	-15
51	COCC1CCCCN1C(=O)c1cc(COc2ccc3ncccc3c2)on1 (stereo not drawn)	101	98	-1	-2	2.0	13	-11	25*	-45
52	CCNC(=O)NC(=O)CSc1nnc(-c2c[nH]c3ccccc23)o1	102	104	2	-1	-1.1	-8	4	-1	-28

Only part of the results is shown. The share of hits here may be higher or lower than overall.
